HT1080 EIF4E-luc2 = inhibitors of EIF4E gene expression, primary screen, cell-based, HT1080, luciferase reporter (AID 1224817); HT1080 EIF4E-luc2 knock-in reporter, luciferase, 16 h; hits give low values; actives 1% (n = 2,000); log2 luciferase activity ratio at 2.5 µM;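 active means log2 luciferase ratio at or below -0.5849, meaning signal at two thirds of solvent-only control or lower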;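 further: luciferase reports endogenous eIF4E expression since it is co-expressed from the native EIF4E locus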
Active calls of the source: *.

#	Compound	HT1080 EIF4E-luc2
1	CC[C@H](C)c1occ2c(O)c(C(=O)O)c(=O)cc-2c1C	0.23
2	OC(CN1CC1)C(O)CN1CC1 (centres undefined)	0.35
3	O=C(O)C[O][Sb][O]CC(=O)O	0.15
4	CC(c1ccccc1)N1CCN(C(C)c2ccccc2)CC1 (centres undefined)	0.14
5	CC(=O)O[C@@H]1[C@@H](O)C2=C3[C@]4(C)[C@@H]1C(C)(C)C(=O)C[C@@H]4[C@]3(O)[C@H](OC(C)=O)[C@@]1(C[C@@H]1C)C2=O	-0.11
6	C[C@]12CC[C@H](O)C[C@H]1CC[C@@H]1[C@@H]2CC[C@]2(C)[C@@H](C3=CC(=O)OC3)[C@@H](O)C[C@]12O	-0.045
7	C=C1C(=O)OC2C1CCC(C)C1(O)C=CC(=O)C21C (centres undefined)	-0.57
8	NC(Cc1cc(Br)c(O)c(Br)c1)C(=O)O (centres undefined)	-0.065
9	CC(C)C1(NC(=O)C2CC3c4cccc5[nH]cc(c45)CC3N(C)C2)OC2(O)C3CCCN3C(=O)C(Cc3ccccc3)N2C1=O (centres undefined)	-0.32
10	CC(CC(C#N)(c1ccccc1)c1ccccc1)N1CCCCC1 (centres undefined)	-0.11
11	Cc1c2ccncc2c(C)c2c1[nH]c1ccccc12	-1.2*
12	CS(=O)(=O)OC1CN2CCC1CC2 (centres undefined)	-0.15
13	Cn1c(=O)c2[nH]cnc2n(C)c1=O.[CH2-]C(Cc1cccc2cc(C(=O)O)c(=O)oc12)OC.[Hg+2].[OH-] (centres undefined)	0.14
14	O=C(O)C(O)(c1ccc(-c2ccccc2)cc1)c1ccc(-c2ccccc2)cc1	-0.15
15	C[C@@](Br)(C(=O)O)[C@H](Br)C(=O)O	0.058
16	O=C1NC2(CN3CCC2CC3)C(=O)N1CN(Cc1ccccc1)c1ccccc1 (centres undefined)	0.14
17	NC(Cc1ccccc1)P(=O)(O)O (centres undefined)	0.25
18	O=C(Nc1ccccc1)c1c(O)[nH]c(=S)[nH]c1=O	0.23
19	O=C(O)CNC(=O)c1ccc([As](=O)(O)O)cc1	0.53
20	N#C[C@H](OC1OC(COC2OC(CO)C(O)C(O)C2O)C(O)C(O)C1O)c1ccccc1 (some centres undefined)	0.11
21	C[n+]1c(/C=C/c2ccc(O)c3ncccc23)[se]c2ccccc21	-0.14

Of the compounds above, 2 contain sulfur.
#	Compound	HT1080 EIF4E-luc2
12	CS(=O)(=O)OC1CN2CCC1CC2 (centres undefined)	-0.15
18	O=C(Nc1ccccc1)c1c(O)[nH]c(=S)[nH]c1=O	0.23

Some of these compounds in order of formula weight, rising.
#	Compound	HT1080 EIF4E-luc2
2	OC(CN1CC1)C(O)CN1CC1 (centres undefined)	0.35
12	CS(=O)(=O)OC1CN2CCC1CC2 (centres undefined)	-0.15
18	O=C(Nc1ccccc1)c1c(O)[nH]c(=S)[nH]c1=O	0.23
14	O=C(O)C(O)(c1ccc(-c2ccccc2)cc1)c1ccc(-c2ccccc2)cc1	-0.15
9	CC(C)C1(NC(=O)C2CC3c4cccc5[nH]cc(c45)CC3N(C)C2)OC2(O)C3CCCN3C(=O)C(Cc3ccccc3)N2C1=O (centres undefined)	-0.32
13	Cn1c(=O)c2[nH]cnc2n(C)c1=O.[CH2-]C(Cc1cccc2cc(C(=O)O)c(=O)oc12)OC.[Hg+2].[OH-] (centres undefined)	0.14

Source: PubChem BioAssay

Not all compounds are listed, so the mix of outcomes need not match the whole.
